# Screens: PubChem, several laboratories
# CAL PDZ FP – CAL PDZ (human) peptide binding inhibition; actives 0.92% (n = 300,000); inhibition, % at 24.9 µM; purified CAL PDZ, TMR-peptide fluorescence polarization, 1 h; Q9HD26;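 active means mean inhibition of at least 30% with at least half of replicates also reaching 30%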;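 further: 0% = DMSO neutral control and 100% = excess unlabeled competitor peptide PRC23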
# OPRM1-OPRD1 ag – OPRM1-OPRD1 heterodimerization agonism; P35372+P41143; cells, luminescence; activation, % at 9.3 µM; actives 0.3% (n = 340,000); AID 504326; in the data active means activation above about 18%;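 further: 0% = vehicle-treated cells and 100% = reference agonist; values of inactives mirror those of a sister screen read the other way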
# V-ATPase pHluor – yeast V-ATPase proton transport regulation by pHLuorin | S. cerevisiae, pHLuorin cytosolic pH fluorescence | actives 0.37% (n = 350,000) | response, % at 10 µM; in the data active means response mostly above about 7.3%, no sharp cut-off; inactive means mostly below about 5.4%; further: actives read high; inactives centre near 0; some compounds called inactive have numbers as strong as hits; reference of the scale not given here
# cardiac RTF act – cardiac RTF calcium sensitization; P19429+P45379; IANBD-labeled TnC RTF fluorescence at EC20 calcium; 0% EC20 calcium, 100% full calcium; activation, % at 7.2 µM; actives 0.24% (n = 340,000); AID 493008;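 active means activation above the mean over all tested compounds plus 3 SD, cut at about 30% in these data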;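 further: rise in fluorescence read as greater calcium sensitivity of cardiac thin filaments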
# Cardiac RTF inh – cardiac RTF calcium desensitization; actives 0.12% (n = 340,000); P19429+P45379; inhibition, % at 7.15 µM; IANBD-labeled cardiac RTF, Ca2+ fluorescence;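 active means inhibition above the mean inhibition of all tested compounds plus 3 SD, cut at about 17% in these data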;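 further: assay run at fixed EC70 calcium of 1.6 mM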
# HTR5A inv ag – HTR5A inverse agonism, opioid heterodimer counter-screen; P47898; AID 504634; actives 0.083% (n = 340,000); HTR5A cell line, luminescence; inhibition, % at 9.3 µM; in the data active means inhibition mostly above about 23%, no sharp cut-off; inactive means mostly below about 18%;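 further: 0% = cells with DMSO and 100% = no-cell wells with DMSO; some compounds called inactive have numbers as strong as hits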
# Target sequence (P47898 whole entry, looked up): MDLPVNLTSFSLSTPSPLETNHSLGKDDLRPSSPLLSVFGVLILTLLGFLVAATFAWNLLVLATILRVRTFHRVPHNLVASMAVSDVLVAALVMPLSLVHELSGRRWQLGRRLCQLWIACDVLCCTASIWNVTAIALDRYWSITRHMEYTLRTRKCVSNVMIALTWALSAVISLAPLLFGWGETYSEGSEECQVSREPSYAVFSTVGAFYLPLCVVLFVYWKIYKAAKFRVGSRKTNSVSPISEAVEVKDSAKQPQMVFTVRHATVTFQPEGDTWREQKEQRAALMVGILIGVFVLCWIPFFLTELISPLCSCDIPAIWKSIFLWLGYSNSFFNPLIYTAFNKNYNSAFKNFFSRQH
# Keap1-Nrf2 PPI – inhibitors of human Keap1-Nrf2 protein-protein interaction. actives 0.15% (n = 340,000). Keap1 Kelch-Nrf2 peptide fluorescence polarization, 1536-well. Q14145. inhibition, % at 9.4 µM; in the data active means inhibition above about 12%;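 further: human Keap1 Kelch domain with fluorescein labeled Nrf2 9mer peptide probe; 0% = neutral control wells and 100% = peptide positive control; higher means more block of Keap1 binding to Nrf2 peptide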
# Target sequence (Q14145 whole entry, looked up, the tested form may be a part): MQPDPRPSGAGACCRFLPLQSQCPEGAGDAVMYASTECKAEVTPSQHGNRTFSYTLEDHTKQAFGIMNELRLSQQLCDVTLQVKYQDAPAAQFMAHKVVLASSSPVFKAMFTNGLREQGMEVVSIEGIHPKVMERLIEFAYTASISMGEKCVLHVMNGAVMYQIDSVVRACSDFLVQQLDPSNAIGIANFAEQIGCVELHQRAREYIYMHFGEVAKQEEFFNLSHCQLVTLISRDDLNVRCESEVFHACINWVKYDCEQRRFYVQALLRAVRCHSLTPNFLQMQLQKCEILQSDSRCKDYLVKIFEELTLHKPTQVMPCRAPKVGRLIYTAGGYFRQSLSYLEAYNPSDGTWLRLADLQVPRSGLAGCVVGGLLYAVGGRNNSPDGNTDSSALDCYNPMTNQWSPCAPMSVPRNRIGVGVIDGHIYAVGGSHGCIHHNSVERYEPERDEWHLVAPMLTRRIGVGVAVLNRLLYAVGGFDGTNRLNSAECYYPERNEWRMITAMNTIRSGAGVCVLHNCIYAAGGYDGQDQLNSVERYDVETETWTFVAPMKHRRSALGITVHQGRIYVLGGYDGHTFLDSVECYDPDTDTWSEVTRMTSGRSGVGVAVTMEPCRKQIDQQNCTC
# OPRM1-OPRD1 inv – inverse agonists of human mu-delta opioid receptor heterodimerization | inhibition, % at 9.3 µM | actives 0.21% (n = 340,000) | AID 504357 | cell-based MOR-DOR heterodimer luminescence, inverse agonism | P35372+P41143; in the data active means inhibition above about 22%, passing the limit was not always enough;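 further: 0% = cells with DMSO and 100% = wells without cells with DMSO; values of inactives mirror those of a sister screen read the other way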
# LANA DNA inh – inhibitors of KSHV LANA C-terminal domain DNA binding; inhibition, % at 9 µM; actives 0.078% (n = 340,000); MBP-C-LANA/FAM-LBS DNA binding, fluorescence polarization;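 active means highest replicate inhibition at or above 60% at 9 µM, even if other replicates fall short; inactive means all replicates below 60% inhibition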;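 further: 0% = neutral control wells and 100% = 4 µM acridine orange control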
# HTR5A ag – HTR5A agonism, opioid heterodimer counter-screen; HTR5A agonist assay, luminescence, cell-based; activation, % at 9.3 µM; P47898; actives 0.61% (n = 340,000); in the data active means activation mostly above about 9.5%, no sharp cut-off; inactive means mostly below about 7.6%;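 further: 0% = cells with vehicle only and 100% = reference agonist; strong numbers were not always called active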
# Starred values were filed as active, the others as inactive; · = not tested or not shown.
molecule,CAL PDZ FP,OPRM1-OPRD1 ag,V-ATPase pHluor,cardiac RTF act,Cardiac RTF inh,HTR5A inv ag,Keap1-Nrf2 PPI,OPRM1-OPRD1 inv,LANA DNA inh,HTR5A ag
COc1ccc(C(=O)Nc2nnc(SCC(=O)NCC3CCCO3)s2)cc1OC (stereo unspecified),-2,-0.4,-1,8,-9,-1,-6,2,0.2,0
COC(=O)CCN(Cc1cc(OC)ccc1OC)S(=O)(=O)c1ccccc1Br,-3,-1.4,0,-4,-4,6,-2,8,0.3,-2
COc1ccc(NC2CCCN(C(=O)c3ccc(CSC)o3)C2)cc1OC (stereo unspecified),-1,2.8,1,-4,-4,-5,-1,-15,0.8,3
COc1ccc2c(c1)O/C(=C\c1ccccc1C)C2=O,-3,0.7,2,3,4,10,-5,-3,-1.7,-3
Cc1ccc(NC(=O)NC2CC(=O)N(c3ccc4c(c3)OCCO4)C2)cc1C (stereo unspecified),2,-3.4,-4,3,-8,0,-3,18,1.2,0
COc1ccc(-n2nc3c(N4CCC(C(=O)NCCc5ccccc5C)CC4)nnc(C)c3c2C)cc1,-3,-3.5,1,1,-4,10,-1,18,-0.3,-3
O=C(Nc1c(C(=O)NCc2ccco2)cnn1-c1ccccc1)c1ccc(F)cc1,-1,-2.3,0,-8,3,-7,2,12,0.7,2
Nc1ccc(-c2ncc(-c3ccccc3)o2)cc1,-5,-1.2,1,-3,-5,2,3,7,-0.4,-1
Cc1cc(C)n2nc(SC(C)C(=O)NCc3ccco3)nc2n1 (stereo unspecified),4,-0.6,3,-5,-1,3,-3,4,1.3,5
CC(=O)Nc1cc(C(=O)NCc2ccco2)ccc1Sc1ccc(C)cc1,-6,-1.5,3,5,-2,11,-7,7,0.1,2
Cc1nn(Cc2ccc(Cl)cc2Cl)c(C)c1NC(=O)CCl,6,0.2,-1,2,-5,13,-4,-1,0.4,-5
O=Nc1c(O)ccc2cc(S(=O)(=O)O)ccc12,-6,5.6,-2,-1,-4,1,5,-27,5.0,0
COC(OC)c1nc(SCC(=O)Nc2cccc(Cl)c2)ncc1C(=O)O,-3,-2.9,-5,7,1,-7,-2,14,0.1,3
Cc1cc(Cl)c2ccc(Cl)cc2n1,3,-0.5,-1,-6,-1,10,5,3,-0.1,5
CCOC(=O)C1CCCN(C(=O)c2ccc3c(c2)N(C)C(=O)/C(=C/c2ccccc2Cl)S3)C1 (stereo unspecified),-2,2.7,-2,-6,1,1,-3,-14,1.2,0
Cc1ccc(C)c(NC(=O)COC(=O)c2c(C)nn(-c3ccccc3)c2C)c1,-3,1.1,3,1,-4,3,-1,-4,-2.7,6
Cc1ccc(CNC(=O)c2cc(S(=O)(=O)N3CCCCC3)ccc2N2CCOCC2)cc1,-2,-2.7,-1,2,-10,18,-7,11,0.8,-1
CCOC(=O)Cn1c(=NC(=O)CN2C(=O)CCC2=O)sc2cc(S(N)(=O)=O)ccc21,·,-2.3,-5,2,-4,-15,2,12,-0.6,6
COc1ccc(C2=NOC(C)(c3nnc(-c4ccc(Cl)cc4)o3)C2)cc1 (stereo unspecified),6,-0.7,1,-5,-7,-12,-6,4,0.5,-1
CCOC(=O)N1CC=C2C(C#N)=C(N)C(C#N)(C#N)[C@H](c3cccs3)C2C1 (stereo partly specified),-1,-4.8,-1,8,-15,4,-5,26,4.2,-6
Cc1cc(=O)[nH]c(N2CCCC2)n1,2,-4.0,-2,-3,-6,-16,-1,20,-1.6,7
COc1ccc(CC(=O)Nc2c3c(nn2C(C)(C)C)CS(=O)(=O)C3)cc1OC,-7,-0.3,2,7,-4,-4,-5,2,0.8,1
Cc1ccccc1NC(=S)N/N=C/c1ccc(O)cc1O,2,-1.6,0,-4,4,-13,-2,9,0.0,5
CCCc1cc(=O)[nH]c(SCC(=O)NC2CCCc3ccccc32)n1 (stereo unspecified),-9,-2.1,-1,1,-11,15,7,11,0.0,1
CC(C)(Oc1ccc(Cl)cc1)C(=O)OCC(=O)NCCc1ccccc1,·,-0.9,0,0,0,-9,-1,6,-1.5,0
O=C(CN1C(=O)NC2(CCCCC2)C1=O)Nc1ccccc1Cl,0,1.4,9,20,-8,26,-2,-7,-1.1,0
CCc1ccc(NC(=O)CN2C(=O)COc3ccc(S(=O)(=O)N4CCCC4)cc32)cc1,0,-0.2,12,2,-4,-6,-5,1,0.8,1
CCc1nc2ccccc2c(=O)n1NC(=O)c1c(O)c2ccccc2[nH]c1=O,-3,-2.1,-3,0,-4,-8,-9,11,-1.5,3
N#Cc1ccc(NC(=O)Nc2ccc(Oc3ccc(NC(=O)Nc4ccc(C#N)cc4)cc3)cc2)cc1,9,4.9,-4,-2,-11,-11,-3,-23,0.7,3
COc1ccc(Cn2c(=O)c3cccnc3n(Cc3ccc([N+](=O)[O-])cc3)c2=O)cc1,4,2.2,-4,0,13,-3,-8,-16,1.5,1

molecule,CAL PDZ FP,OPRM1-OPRD1 ag,V-ATPase pHluor,cardiac RTF act,Cardiac RTF inh,HTR5A inv ag,Keap1-Nrf2 PPI,OPRM1-OPRD1 inv,LANA DNA inh,HTR5A ag
CC(C)[C@@H](NC(=O)C1CCN(C(=O)[C@@H]2CCCN2C(=O)OC(C)(C)C)CC1)C(=O)NCc1ccc(F)cc1,3,-2.4,1,2,-5,19,-4,12,1.8,-1
C1=C(c2ccccc2)Nc2ccccc2N=C1c1ccccc1,1,9.8,-1,10,0,-24,-6,-47,1.2,3
CCCCN1CC(CO)Oc2cccc(F)c2S1(=O)=O (stereo unspecified),-4,-2.3,1,1,-11,0,-1,11,0.6,0
CCOC(=O)C1=C(COc2ccc(C)cc2)NC(=O)NC1c1cc(C)ccc1C (stereo unspecified),-2,1.8,-1,-6,-1,11,-4,-11,0.9,5
O=C(COc1ccc2ccccc2c1)N1CCN(C(=O)c2cccs2)CC1,-2,-1.4,0,0,-19,11,-2,8,-1.6,-3
COc1ccc(C2CC(=O)C3=C(C2)Nc2ccccc2N(C(=O)C2CC2)C3c2cccnc2)cc1OC (stereo unspecified),-1,-1.3,-2,2,-3,-7,2,7,-1.0,5
CCCc1[nH]nc2c1C(c1ccc(O)cc1OCC)C(C#N)=C(N)O2 (stereo unspecified),-3,-4.2,4,1,6,11,-8,18,-1.6,-5
Cn1c(=O)[nH]c(=O)c2c1nc(N1CCN(C(c3ccccc3)c3ccccc3)CC1)n2CCO,-1,-4.3,1,-6,1,-12,-2,24,0.2,3
CN(Cc1ccco1)C(=O)Cn1cc(S(=O)(=O)N2CCCC2)c(S(=O)(=O)N2CCCC2)c1,-6,-0.9,-1,1,-5,-7,4,5,-0.3,0
COc1ccc(OCC(=O)Nc2ccccc2N2CCN(C)CC2)cc1,-1,-3.0,3,-1,-13,3,-4,16,0.2,-1
COC(=O)c1cc(C)c(C)cc1NC1OC(CO)C(O)C1O (stereo unspecified),-2,0.3,-3,-5,-4,2,2,-2,-2.9,0
CCOC(=O)c1sc(CS(=O)(=O)c2ccc(Cl)cc2)nc1C,-6,-3.1,-1,-6,-1,0,3,16,0.3,3
Cn1cccc1CC(=O)N/N=C/c1ccco1,-3,·,-1,·,·,·,-1,·,-2.1,·
COCCNC(=O)C(=O)NCC1OCCN1S(=O)(=O)c1ccc(F)cc1 (stereo unspecified),34*,-4.0,1,-5,-2,-6,3,21,0.1,2
Nc1ccc(N2CCCCC2)c(S(=O)(=O)Nc2ccc(Cl)cc2)c1,26,7.4,5,3,-7,-24,-5,-37,0.0,-1
CCc1ccc(OCC(=O)NC(=S)Nc2ccc(Br)c(C)n2)cc1,-2,0.0,-1,1,-4,-13,0,0,0.0,-2
C/C(=N/NC(=O)Cc1cccn1C)c1ccccc1,-1,0.2,2,5,-5,-22,0,-1,-1.3,6
Cc1cccc(C)c1NC(=O)COC(=O)c1cccnc1,·,-1.9,-1,2,-3,-36,-3,10,0.4,-4
COCCn1c(SCC(=O)Nc2ccccc2F)nc2c(c1=O)SCC2,·,0.8,-2,-2,-8,-2,-3,-3,-0.9,1
CC(C)(C)c1ccc(S(=O)(=O)N2CCC(N3CCCCC3)CC2)cc1,-9,-1.6,0,-6,-4,-5,0,10,0.7,-2
CC1(C)Cc2c(sc(NC(=O)C(=O)N3CCOCC3)c2C#N)CO1,-2,-1.4,0,5,-4,9,-4,7,-0.3,-1
CC(NC(=O)C(=O)NCCc1c[nH]c2ccccc12)c1ccccc1 (stereo unspecified),-4,-2.4,4,-1,-2,5,-5,11,-1.8,-1
CN(CCC1CCOCC1)C(=O)C1CCC(=O)N(CCc2cccc(F)c2)C1 (stereo unspecified),-3,1.2,-1,4,-6,6,-3,-5,1.3,-2
O=S(=O)(c1ccc(-n2cnnn2)cc1)N(C1CCCCC1)C1CCCCC1,3,0.7,2,-2,-9,-15,-8,-4,-0.1,5
Cc1cc(NC(=O)c2c(Br)cnn2C)no1,1,-1.3,0,5,-5,-3,-5,9,-0.7,-1
O=C(Nc1ccccc1C(=O)NC(Cc1ccc(O)cc1)C(=O)O)c1ccccc1 (stereo unspecified),-4,-3.2,-1,-7,10,8,0,15,-1.4,0
O=C1NC(=S)SC1=Cc1ccc(Cl)cc1,·,-2.9,-1,0,4,4,-3,15,0.3,-1
Cc1ccc(Oc2nc(C(F)(F)F)nc3ccccc23)cc1,-4,2.0,0,2,-4,9,-4,-10,-1.5,-4
OCC[C@H]1C[C@@H](O)[C@H](O)[C@]2(CCc3ccccc3CO2)O1,-1,2.5,0,6,-7,2,-6,-15,-0.9,-1
O=C(CCNc1n[nH]c(=O)[nH]c1=O)N1CCOCC1,1,-0.6,8,1,-1,18,-3,3,0.1,-7

molecule,CAL PDZ FP,OPRM1-OPRD1 ag,V-ATPase pHluor,cardiac RTF act,Cardiac RTF inh,HTR5A inv ag,Keap1-Nrf2 PPI,OPRM1-OPRD1 inv,LANA DNA inh,HTR5A ag
CC(=O)C1=C(O)C(=O)N(CCC(=O)O)C1c1cccc(F)c1 (stereo unspecified),0,-3.3,-1,-1,1,20,2,19,-1.2,4
COc1ccc(S(=O)(=O)NCc2ccccc2)cc1,·,-0.8,0,-2,-3,-6,1,4,1.9,-2
O=C(Nc1ccc(Cl)cc1Cl)c1n[nH]c(Cn2cncn2)n1,-3,-0.4,-3,1,-5,3,-2,2,0.4,-1
Cc1ccc(C(=O)NC2CC(C)(C)NC(C)(C)C2)cc1S(=O)(=O)N1CCOCC1,-2,-4.2,2,1,2,-8,-1,21,-0.6,2
CCOc1ccc(C(=O)NCC(=O)N2CCN(c3ccccc3O)CC2)cc1,18,-0.3,1,-2,-11,-22,-4,2,0.5,8
Cn1c(=O)[nH]c(=O)c2c1nc(SCC(O)CCl)n2Cc1ccccc1 (stereo unspecified),-3,-0.6,3,-10,-7,17,-7,3,2.3,-5
COc1ccc(-c2cn3cc(Br)cnc3n2)cc1,2,-1.3,-2,0,-3,-6,0,6,0.2,0
COc1cc(C)c(C(=O)CSc2nnc(CNC(=O)c3ccco3)n2C)cc1C,1,1.3,-3,-1,-10,5,2,-11,-2.4,-4
